# LMPTP inh: blocks human LMPTP phosphatase; AID 651560; P24666; hit rate 0.22% among 360,000; recombinant LMPTP-A, OMFP fluorogenic substrate, fluorescence intensity; inhibition, % at 20 µM;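 active = compounds that cut the enzyme signal by at least half of the control window in the single-dose screen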;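 note: plate controls were DMSO wells with enzyme plus substrate for no effect and substrate without enzyme for full effect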
#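 Assay system: LMPTP-A enzyme. Input: 0.625 nM LMPTP-A final. Probe or stimulus: 400 µM OMFP. Compound dosing: single 20 µM dose. Schedule: 50 min dark incubation at room temperature. Detection: fluorescence intensity of OMFP turnover product. Read-out: percent inhibition versus substrate-only and uninhibited controls. Benchmarks: no-enzyme low control, uninhibited high control.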
# TbMetRS inhib: Trypanosoma brucei MetRS inhibition | purified T. brucei MetRS, ATP depletion, Kinase-Glo luminescence | inhibition, % at 11.9 µM | hit rate 0.4% among 360,000 | AID 624268;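 active = inhibition above a per-plate cutoff of the control wells' mean inhibition plus 3 SD, cut at about 5.5% in these data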;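 note: 0% = DMSO wells median and 100% = median of wells with control inhibitor compound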
#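 Material: parasite MetRS enzyme / Replication: singlicate, one well per compound / Signal: luminescence of leftover ATP / Schedule: 2 h aminoacylation at 25 °C after 15 min preincubation / Medium: HEPES-MgCl2-KCl buffer plus DTT, spermine, BSA, pyrophosphatase / Doses: 11.9 µM single point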
# STEP inh: STEP (human) phosphatase inhibition; hit rate 0.25% among 360,000; inhibition, % at 20 µM; P54829; AID 588621; recombinant STEP, OMFP fluorogenic substrate, fluorescence;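 active = inhibition at 20 µM, scaled per plate between control wells, above about 37%, limit read from the data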;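 note: 0% = DMSO with enzyme and substrate and 100% = substrate only without enzyme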
# Target sequence (P54829 whole entry, looked up): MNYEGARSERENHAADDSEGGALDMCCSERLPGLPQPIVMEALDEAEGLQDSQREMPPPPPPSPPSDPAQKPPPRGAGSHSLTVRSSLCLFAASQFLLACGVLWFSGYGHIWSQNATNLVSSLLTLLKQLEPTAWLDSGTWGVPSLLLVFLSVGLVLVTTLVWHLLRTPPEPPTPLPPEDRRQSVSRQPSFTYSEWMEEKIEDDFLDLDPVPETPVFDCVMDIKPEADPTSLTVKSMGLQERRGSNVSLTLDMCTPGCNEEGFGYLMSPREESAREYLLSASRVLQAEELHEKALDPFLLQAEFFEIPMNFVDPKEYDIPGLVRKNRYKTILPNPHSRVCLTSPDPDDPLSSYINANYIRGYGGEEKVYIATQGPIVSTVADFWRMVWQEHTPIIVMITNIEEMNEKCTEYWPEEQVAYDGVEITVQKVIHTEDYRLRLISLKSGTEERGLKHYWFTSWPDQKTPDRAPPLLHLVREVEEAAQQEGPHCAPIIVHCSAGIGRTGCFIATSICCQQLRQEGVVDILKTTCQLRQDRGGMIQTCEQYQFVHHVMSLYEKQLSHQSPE
#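 Assay system: isolated STEP enzyme / Timing: 20 min at room temperature, dark / Doses: 20 µM, 1% DMSO / Technique: fluorescence intensity, excitation 480 nm, emission 540 nm / Reagent: fluorogenic phosphatase substrate OMFP at 25 µM final / Measure: percent inhibition scaled to no-enzyme and uninhibited-enzyme controls, plate-pattern corrected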
# MsrA inh: inhibitors of bovine MsrA; inhibition, % at 15.5 µM; AID 651718; hit rate 0.75% among 360,000; purified bovine MsrA, absorbance read-out; in the data active = inhibition above about 4.5%;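 note: 0% = vehicle wells with enzyme and 100% = reference inhibitor wells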
# CSN inh: blocks human CSN-mediated cullin deneddylation | Q92905 | Purified CSN, SCF-Nedd8-OG deneddylation, fluorescence polarization | inhibition, % at 12.5 µM | hit rate 0.38% among 360,000;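 active = pattern-corrected inhibition above about 35%, with an unprinted fluorescence ratio check between 0.5 and 1.5, limit read from the data, passing the limit was not always enough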;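 note: 0% = enzyme with substrate and 100% = substrate without enzyme; some results filed as inactive read as strong as hits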
#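 Test system: purified human Csn5 enzyme expressed in HEK293T cells. Amount: 0.24 nM enzyme. Reagent: SCFSkp2-Nedd8OG substrate at 10 nM final. Schedule: 90 min incubation of compound, enzyme and substrate at room temperature. Detection: fluorescence polarization. Read-out: % inhibition of substrate cleavage by Csn5.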
# SUMO1-SIM PPI: modulators of human SUMO1-mediated protein-protein interactions; P63165; SUMO1 binding to a labelled peptide, TR-FRET, 1 h; inhibition, % at 20 µM; hit rate 0.33% among 360,000; in the data active = inhibition above about 37%
# DNMT1 inh: inhibitors of human DNMT1 | AID 588458 | P26358 | hit rate 0.83% among 360,000 | DNMT1 molecular beacon, Hinp1I cleavage, fluorescence | inhibition (reported as % activation of signal), % at 10 µM; in the data active = inhibition above about 50%
# NadD inh: NadD (S. aureus) enzyme inhibition; purified NadD enzyme, colorimetric absorbance read-out; inhibition, % at 20 µM; hit rate 0.78% among 360,000; in the data active = inhibition above about 26%; note: some compounds past the cut are filed as inactive
# Rpn11 inh: inhibitors of human proteasome Rpn11 | O00487 | human 26S proteasome, Ub4-pepOG fluorescence polarization; 20S core pre-blocked with epoxomicin | calls only at 20 µM | hit rate 0.59% among 360,000 | AID 588493;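 active = inhibition at 20 µM, scaled to each plate's controls, above about 33%, limit read from the data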
# Target sequence (O00487 whole entry, looked up): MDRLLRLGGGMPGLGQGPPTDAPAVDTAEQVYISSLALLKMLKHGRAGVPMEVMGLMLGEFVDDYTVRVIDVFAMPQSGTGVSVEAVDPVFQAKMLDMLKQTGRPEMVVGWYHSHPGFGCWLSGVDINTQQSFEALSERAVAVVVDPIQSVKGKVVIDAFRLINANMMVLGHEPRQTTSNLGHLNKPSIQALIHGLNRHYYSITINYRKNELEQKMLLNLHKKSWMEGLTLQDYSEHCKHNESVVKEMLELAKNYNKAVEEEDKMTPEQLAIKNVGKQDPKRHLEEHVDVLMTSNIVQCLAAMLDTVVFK
# Scp-1 inhibitor: blocks human Scp-1 phosphatase activity; inhibition, % at 20 µM; AID 493091; Q9GZU7; hit rate 0.88% among 340,000; Recombinant Scp1, phosphopeptide, malachite green phosphate absorbance;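 active = inhibition above about 50% at 20 µM, limit read from the data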;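 note: plate controls were DMSO wells with enzyme for no effect and wells lacking enzyme for full effect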
# Target sequence (Q9GZU7 76-261 limits assumed): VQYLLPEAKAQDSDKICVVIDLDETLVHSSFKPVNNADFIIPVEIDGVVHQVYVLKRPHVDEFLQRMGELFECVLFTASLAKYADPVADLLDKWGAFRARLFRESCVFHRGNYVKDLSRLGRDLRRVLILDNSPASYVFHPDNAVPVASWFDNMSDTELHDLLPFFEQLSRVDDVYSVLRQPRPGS
#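 Test system – truncated SCP-1 phosphatase (76-261aa) · Reagent – Phosphorylated 17-residue peptide substrate · Incubation – 45 min room-temperature reaction, 5 min colour, 30 min stabiliser · Detection – colorimetric phosphate reagent with accelerator and stabiliser, absorbance at 630 nm · Measure – % inhibition at 20 µM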
# Starred values were filed as active, the others as inactive; i = inactive; . = not tested or not shown. Not a hit list; any-hit rate near 3.9%.
1) O=C(COC(=O)c1ccc(S(=O)(=O)N2CCCC2)cc1)NCc1ccc(F)cc1
2) CCSCC1COC(c2cccn2Cc2ccc(C)cc2)=N1 (stereo not drawn)
3) CCOC(=O)[C@]12CCCC=C1N(Cc1ccco1)C(=O)[C@H](CC(=O)N1CCSCC1)C2
4) CCOC(=O)Cc1csc(NC(=O)c2ccc(F)cc2)n1
5) COc1ccc(Br)c(Cn2c(C)c(C(=O)NCc3cccc([N+](=O)[O-])c3)sc2=O)c1
6) CC(C)c1ccc(/C=N/NC(=O)CCNC(=O)c2ccccc2)cc1
7) CCOC(=O)c1c(-c2ccccc2Cl)cn2ccccc12
8) CCCCNCc1cc(Cl)c(OCCC)c(OCC)c1

compound no.	1	2	3	4	5	6	7	8
LMPTP inh	-1.9	3.2	-2.3	0.0	2.5	-0.2	2.3	-1.7
TbMetRS inhib	-1.0	-0.8	-0.7	-0.2	0.1	-0.5	-0.8	-0.3
STEP inh	-1	2	.	-2	-1	2	2	11
MsrA inh	-0.4	0.8	-0.7	1.9	-0.7	0.0	1.1	0.4
CSN inh	4	1	-3	0	-4	7	-4	3
SUMO1-SIM PPI	-3	-1	1	7	-6	-10	-10	-2
DNMT1 inh	-2	-4	.	-2	-3	0	1	2
NadD inh	0	3	-4	-4	-4	-8	-7	-8
Rpn11 inh	i	i	.	i	i	i	i	i
Scp-1 inhibitor	3	8	.	-13	.	-12	-13	-4

9) CCN(CC)c1ccc(NC(=O)CCCCCN2C(=O)c3ccccc3C2=O)cc1
10) Cn1c(SCC(=O)N2CCCc3ccccc32)nnc1-c1c[nH]c2ccccc12
11) O=C(O)C[C@@H](O)C(=O)O
12) O=C(CSc1nc2ncc(Br)cc2[nH]1)Nc1ccc2c(c1)OCO2
13) Cc1cccc(Cl)c1NC(=S)N1CCN(c2ccc([N+](=O)[O-])cn2)CC1
14) CCCCC1C(=O)CC[C@H]2[C@@H]1CC(=O)[C@@H]2C/C=C\CCCC(=O)O (stereo partly drawn)
15) CCOC(=O)CC(=O)Nc1nc2ccccc2s1
16) CC(C)C(=O)NCCSc1c[nH]c2ccccc12

compound no.	9	10	11	12	13	14	15	16
LMPTP inh	0.6	0.8	-1.4	1.0	0.2	0.0	-2.1	-2.0
TbMetRS inhib	-0.6	0.9	0.0	67*	-0.3	0.3	-1.1	1.0
STEP inh	-3	-7	1	0	1	0	-4	3
MsrA inh	1.5	-1.0	3.1	-0.4	2.0	.	-0.2	0.9
CSN inh	1	1	-7	-5	-2	10	8	-7
SUMO1-SIM PPI	-1	5	4	3	-23	9	-2	2
DNMT1 inh	-8	0	2	-6	-4	8	0	-4
NadD inh	2	5	0	5	1	2	0	-3
Rpn11 inh	i	i	i	i	i	i	i	i
Scp-1 inhibitor	7	-2	-11	-7	7	2	-11	-5

# Reprinted from the part before: 2 compounds; new compounds follow.
15) CCOC(=O)CC(=O)Nc1nc2ccccc2s1
16) CC(C)C(=O)NCCSc1c[nH]c2ccccc12
17) Cc1ccc2occ(C3NC(C(=O)O)CS3)c(=O)c2c1 (stereo not drawn)
18) CC(CCCC(C)(C)O)NCc1cn[nH]c1-c1ccc2c(c1)OCO2 (stereo not drawn)
19) O=C(NCCCO)C(=O)NCC1OCCCN1S(=O)(=O)c1cccs1 (stereo not drawn)
20) COc1cc(C(O)c2nc(-c3ccc(N(C)C)cc3)cs2)ccc1F (stereo not drawn)
21) Cc1cc([N+](=O)[O-])nn1CC(=O)N1N=C(C(F)F)CC1(O)C(F)F (stereo not drawn)
22) O=C(Nc1cccc(F)c1)NC1(C(=O)N2CCOCC2)CCCCC1
23) CC1(C(=O)NCCc2c[nH]c3ccccc23)C=CC2(CCCCC2)N1C(=O)c1ccccc1 (stereo not drawn)
24) COc1ccccc1C(NC(=O)C1CCN(CCOc2ccc3ccccc3c2)CC1)c1ccccn1 (stereo not drawn)

compound no.	15	16	17	18	19	20	21	22	23	24
LMPTP inh	-2.1	-2.0	-2.8	-0.6	0.2	-0.1	-0.9	-0.6	-0.5	0.5
TbMetRS inhib	-1.1	1.0	-0.2	-1.4	-0.5	-0.2	-0.5	0.5	0.3	-0.4
STEP inh	-4	3	1	10	-1	-3	-1	2	-2	-1
MsrA inh	-0.2	0.9	0.2	0.7	-0.1	.	-0.2	-1.1	.	-0.5
CSN inh	8	-7	-3	-1	0	0	-12	8	0	4
SUMO1-SIM PPI	-2	2	0	-1	-7	-2	-2	2	-2	-1
DNMT1 inh	0	-4	1	0	3	-4	6	3	-4	-9
NadD inh	0	-3	7	-7	6	-6	1	-4	-2	-4
Rpn11 inh	i	i	i	i	i	i	i	i	i	i
Scp-1 inhibitor	-11	-5	-7	4	-4	.	4	-1	-11	.

# Ordered by the number under STEP inh (smallest number first): 3 of the compounds above.
19) O=C(NCCCO)C(=O)NCC1OCCCN1S(=O)(=O)c1cccs1 (stereo not drawn)
22) O=C(Nc1cccc(F)c1)NC1(C(=O)N2CCOCC2)CCCCC1
18) CC(CCCC(C)(C)O)NCc1cn[nH]c1-c1ccc2c(c1)OCO2 (stereo not drawn)

compound no.	19	22	18
LMPTP inh	0.2	-0.6	-0.6
TbMetRS inhib	-0.5	0.5	-1.4
STEP inh	-1	2	10
MsrA inh	-0.1	-1.1	0.7
CSN inh	0	8	-1
SUMO1-SIM PPI	-7	2	-1
DNMT1 inh	3	3	0
NadD inh	6	-4	-7
Rpn11 inh	i	i	i
Scp-1 inhibitor	-4	-1	4

# Single entries from the results shown.
# no. 1 @ NadD inh = 0
# no. 17 @ DNMT1 inh = 1

# Pulled one by one from above (4):
21) Cc1cc([N+](=O)[O-])nn1CC(=O)N1N=C(C(F)F)CC1(O)C(F)F (stereo not drawn)
17) Cc1ccc2occ(C3NC(C(=O)O)CS3)c(=O)c2c1 (stereo not drawn)
20) COc1cc(C(O)c2nc(-c3ccc(N(C)C)cc3)cs2)ccc1F (stereo not drawn)
18) CC(CCCC(C)(C)O)NCc1cn[nH]c1-c1ccc2c(c1)OCO2 (stereo not drawn)

compound no.	21	17	20	18
LMPTP inh	-0.9	-2.8	-0.1	-0.6
TbMetRS inhib	-0.5	-0.2	-0.2	-1.4
STEP inh	-1	1	-3	10
MsrA inh	-0.2	0.2	.	0.7
CSN inh	-12	-3	0	-1
SUMO1-SIM PPI	-2	0	-2	-1
DNMT1 inh	6	1	-4	0
NadD inh	1	7	-6	-7
Rpn11 inh	i	i	i	i
Scp-1 inhibitor	4	-7	.	4

# Continued.
No.	Structure	LMPTP inh	TbMetRS inhib	STEP inh	MsrA inh	CSN inh	SUMO1-SIM PPI	DNMT1 inh	NadD inh	Rpn11 inh	Scp-1 inhibitor
25	O=C(O)C1=C[C@@H](c2ccc(Br)cc2)C[C@@H](OCc2ccc(CO)cc2)O1	-0.2	-0.2	2	0.4	1	4	9	-4	i	-6
26	CN(Cc1cccc2ccccc12)C(=O)c1cc(COc2c(F)cccc2F)on1	1.5	-0.5	0	-0.6	-3	0	-3	-2	i	-10
27	CCOC(=O)c1cc(S(=O)(=O)NCc2ccco2)cn1C	0.0	-1.1	-1	0.3	-1	-1	0	-5	i	11
28	O=C(CCn1cccc1)Nc1ccc(F)cc1	-0.7	0.6	-4	-0.8	1	1	-1	8	i	-7
29	CC(C)C(NC(=O)c1ccco1)C(=O)NCC(c1ccco1)N1CCCCC1 (stereo not drawn)	-0.7	-0.4	-1	-0.2	1	-3	-4	-6	i	-8
30	CS(=O)(=O)N1N=C(c2cccs2)CC1c1ccccc1 (stereo not drawn)	-0.7	-1.0	0	-0.3	3	-6	3	-7	i	-8
31	CCCOc1ccc(C2C(C(=O)/C=C/c3ccco3)=C(O)C(=O)N2CCN2CCOCC2)cc1OC (stereo not drawn)	-0.2	0.8	1	1.6	4	-5	3	17	i	0
32	O=C(/C=C/[C@H]1O[C@@H](n2ccc(=O)[nH]c2=O)[C@H](O)[C@@H]1O)NCCN1CCCCC1	-0.8	-0.9	2	0.9	4	2	4	0	i	.
33	O=C(Nc1ccc(F)cc1)Nc1nnc(Cc2ccccc2F)s1	-0.8	0.6	2	2.8	-1	3	6	6	i	-8
34	Cc1nnc(N/N=C/C(C)c2ccccc2)[nH]c1=O (stereo not drawn)	-2.1	-0.3	-2	-1.7	-2	-3	0	-8	i	1
35	O=C(N1CCOCC1)N1CCN(C(c2ccccc2)c2ccccc2)CC1	-1.5	0.5	-2	0.4	3	-1	10	3	i	-3
36	O=S(=O)(/N=C(/c1ccccc1Cl)N1CCOCC1)c1ccccc1	-1.3	0.0	2	2.6	0	0	4	-3	i	-6
37	CCC(C)OC(=O)C1=C(C)NC(=O)CC1c1ccccc1OC (stereo not drawn)	-1.4	-1.7	-6	-0.1	3	-3	-1	-4	i	-8
38	CCCCC1Cc2[nH]c(=S)[nH]c(=O)c2C(c2ccc(Cl)cc2)O1 (stereo not drawn)	-2.0	-0.7	2	0.2	-3	2	-7	2	i	.
39	CCCc1nc2cc(C)c(Br)c(C)n2c1CC1CCCCC1	3.9	-0.3	.	-0.4	0	0	.	-1	.	.
40	Cc1onc(-c2c(F)cccc2Cl)c1C(=O)NNC(=O)C1CCN(Cc2cccc(F)c2)CC1	-0.7	-0.7	0	0.1	-4	0	-1	-1	i	-6
41	O=C(NN1C(=O)NC2(CCCCC2)C1=O)c1ccc(Cl)c(Cl)c1	-0.5	-0.5	-1	0.0	-4	0	2	-4	i	7
42	CCCCNS(=O)(=O)c1ccc(NC(=O)c2c(-c3ccccc3Cl)noc2C)cc1	-0.1	-0.7	-2	.	-1	4	-11	-2	i	-6
43	O=C1CCCC(O)=C1N=Nc1c(Cl)cc(Cl)cc1Cl	-0.7	-0.6	-3	1.6	-3	-17	1	-1	i	1
44	O=C1CCC(C(=O)Nc2cccc3ccccc23)N1 (stereo not drawn)	-0.1	-0.1	1	-0.1	1	-3	-3	-1	i	6
45	N/C(COc1ccc(F)cc1)=N\NC(=O)c1cccnc1Oc1ccccc1	-1.6	-1.3	-1	-1.0	-5	-2	3	-1	i	-1
46	Cc1ccc(C(=O)N2CC3(C(C)C)CN(C(=O)c4ccc(C)cc4)CC(C(C)C)(C2)C3=O)cc1	0.1	-0.3	4	0.2	0	10	3	6	i	-10

# Screening data deposited in PubChem BioAssay by several laboratories.
